Compound activity as filed in PubChem.
mABHD4 FP = ABHD4 inhibitors, primary screen, biochemical, fluorescence polarization, mouse | (Lyso)-N-acylphosphatidylethanolamine lipase (Mus musculus), Q8VD66 | purified mABHD4, FP-Rh probe fluorescence polarization | inhibition, % at 8.92 µM | actives 0.54% (n = 370,000);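 active means inhibition exceeding the mean over every tested compound plus 3 SD, cut at about 30% in these data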;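 further: 0% = plate median of compound wells and 100% = S159A mutant with DMSO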
Target sequence (Q8VD66 whole entry, looked up): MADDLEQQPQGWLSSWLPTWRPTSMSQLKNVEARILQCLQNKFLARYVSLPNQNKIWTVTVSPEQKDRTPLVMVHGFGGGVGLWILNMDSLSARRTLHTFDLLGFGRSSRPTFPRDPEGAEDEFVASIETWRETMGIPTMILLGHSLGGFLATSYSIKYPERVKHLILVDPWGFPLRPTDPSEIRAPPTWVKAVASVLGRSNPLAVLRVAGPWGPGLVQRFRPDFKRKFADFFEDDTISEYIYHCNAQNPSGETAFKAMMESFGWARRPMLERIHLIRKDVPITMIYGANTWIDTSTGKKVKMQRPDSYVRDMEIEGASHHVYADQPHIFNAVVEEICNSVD
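Assay system: mouse ABHD4 enzyme, wild type / Also added: fluorescent activity-based probe FP-Rh / Doses: single nominal dose of 8.92 µM, 0.89% DMSO final / Timing: 45 min compound pre-incubation plus 60 min probe step, 25 °C / Signal: FP readout, ex 525 nm / em 598 nm / Control set: S159A mutant/DMSO as 100%, compound-well median as 0%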
NR1D1 modulator = modulators of Rev-erb alpha DNA binding, primary screen, biochemical, FITC-DNA, fluorescence polarization, uHTS | Nuclear receptor subfamily 1 group D member 1 (Homo sapiens), P20393 | Rev-erbα–FITC-DNA binding, 90 min | activity, % at 10 µM | actives 0.79% (n = 370,000) | AID 1259318, 2017;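 active means activity above about 14%, limit read from the data; passing the limit was not always enough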;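 further: 0% = DMSO wells with 35 nM protein and 100% = DMSO wells with 750 nM protein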
GC-B act = human GC-B receptor activators, primary screen, HEK293 GC-B cells, cGMP TR-FRET, EC30 CNP | 0% at EC30 CNP, 100% saturating CNP | activation, % at 10 µM | actives 0.11% (n = 370,000);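 active means activation at 10 µM reaching about 35% in either raw or pattern-adjusted values, limit read from the data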
ASAP1 GAP inh = inhibitors of human ASAP1 ArfGAP activity, primary screen, biochemical, fluorescence polarization; ASAP1-stimulated ARF1 GTP hydrolysis, GDP FP detection; AID 624377, 2012; Arf-GAP with SH3 domain, ANK repeat and PH domain-containing protein 1 (Homo sapiens), …; inhibition, % at 16.5 µM; actives 0.19% (n = 360,000); in the data active means inhibition above about 25%;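 further: 0% = vehicle with enzyme and substrate and 100% = no enzyme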
HTRA1 inh = HTRA1 serine protease inhibitors, primary screen, biochemical, fluorescence polarization, HTS. Q92743. recombinant HTRA1, FP-rhodamine activity-based probe. inhibition, % at 5.96 µM. actives 0.5% (n = 340,000). AID 504803, 2011; in the data active means inhibition above about 36%;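 further: 0% = enzyme with DMSO and 100% = wells lacking enzyme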
Target sequence (Q92743 whole entry, looked up): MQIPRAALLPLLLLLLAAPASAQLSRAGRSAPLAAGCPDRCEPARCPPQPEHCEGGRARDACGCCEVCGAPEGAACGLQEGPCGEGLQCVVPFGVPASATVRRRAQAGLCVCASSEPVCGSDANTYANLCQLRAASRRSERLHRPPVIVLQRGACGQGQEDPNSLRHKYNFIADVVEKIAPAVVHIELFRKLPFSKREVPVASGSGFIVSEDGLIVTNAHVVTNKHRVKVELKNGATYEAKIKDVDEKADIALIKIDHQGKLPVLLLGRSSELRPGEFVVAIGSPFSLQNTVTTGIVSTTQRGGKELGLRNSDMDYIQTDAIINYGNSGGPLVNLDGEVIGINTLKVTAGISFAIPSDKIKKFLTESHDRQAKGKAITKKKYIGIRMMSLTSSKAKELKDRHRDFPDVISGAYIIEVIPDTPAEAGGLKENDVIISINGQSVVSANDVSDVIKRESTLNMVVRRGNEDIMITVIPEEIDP
PG9 Ab binder = binders of HIV-1 gp120 antibody PG9, primary screen, biochemical, TR-FRET; HIV-1 gp120 / PG9 antibody interaction; TR-FRET gp120-PG9 antibody binding; inhibition, % at 6.7 µM; actives 0.43% (n = 360,000); AID 624416, 2012; in the data active means inhibition above about 8.5%
SMARCA2 activ = SMARCA2 (BRM) function activators, primary screen, cell-based, luminescence, high throughput; MG213 cells, MMTV-luciferase reporter, dexamethasone, overnight; activation, % at 9.1 µM; actives 1% (n = 370,000); AID 652017, 2013; in the data active means activation above about 7.8%;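 further: 0% = vehicle wells and 100% = reference activator wells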
NPR1 activator = GC-A stimulated cGMP production enhancers – HEK293 GC-A cells, cGMP TR-FRET, EC30 ANP, primary screen; Atrial natriuretic peptide receptor 1 (Homo sapiens), P16066; 0% at EC30 ANP, 100% saturating ANP; activation, % at 10 µM; actives 0.14% (n = 370,000); AID 1671463, 2021; in the data active means activation above about 40%
rCAG binder = binders of r(CAG) RNA repeats, primary screen, biochemical, fluorescence. inhibition, % at 3 µM. r(CAG) RNA repeat, TO-PRO-1 dye displacement fluorescence. actives 1.3% (n = 370,000). AID 651821, 2012;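 active means inhibition above the plate cutoff, the mean of all test compounds on that plate plus 3 SD, cut at about 35% in these data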;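 further: 0% = DMSO alone and 100% = 100 µM mitoxantrone as full dye displacement; higher means more dye released from RNA so lower well fluorescence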
ARFGAP1 inhibitor = inhibitors of rat ARFGAP1 GAP activity, primary screen, biochemical, fluorescence polarization, GDP tracer | Arfgap1-stimulated ARF1 GTP hydrolysis, GDP FP detection | ADP-ribosylation factor GTPase-activating protein 1 (Rattus norvegicus), Q62848 | inhibition, % at 16.5 µM | actives 0.26% (n = 360,000) | AID 651572, 2012;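 active means inhibition above a per-plate limit, mean inhibition of low control wells plus 3 SD, cut at about 25% in these data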;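 further: 0% = DMSO wells with enzyme and 100% = wells lacking Arfgap1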
Target sequence (Q62848 1-136 limits assumed): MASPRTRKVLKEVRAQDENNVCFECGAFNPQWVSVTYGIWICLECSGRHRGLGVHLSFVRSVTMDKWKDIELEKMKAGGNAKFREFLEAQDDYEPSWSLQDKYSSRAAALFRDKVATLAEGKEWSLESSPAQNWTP
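Assay system: purified rat His6-Arfgap1 residues 1-136 (GAP domain); Reagent: human Δ17 ARF1 bound to GTP; Dosing: 16.5 µM single point, 1.26% DMSO; Times: GTP hydrolysis reaction 2 h at 25 °C; Signal: FP, GDP Alexa 633 tracer displaced from anti-GDP antibody, 620/688 nm; Measure: % inhibition from polarization.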
Active calls of the source: *; . = not tested or not shown.

SMILES	mABHD4 FP	NR1D1 modulator	GC-B act	ASAP1 GAP inh	HTRA1 inh	PG9 Ab binder	SMARCA2 activ	NPR1 activator	rCAG binder	ARFGAP1 inhibitor
CC(OC(=O)CNC(=O)C12CC3CC(CC(C3)C1)C2)C(=O)Nc1ncc(Cl)cc1Cl (configuration not stated)	7	4	-2	-20	-8	-1.9	0	4	-4	-2
COC(=O)C1=C(C)N(Cc2cccc(C(F)(F)F)c2)C(=NCc2cc(OC)c(OC)c(OC)c2)NC1c1ccccc1C(F)(F)F (configuration not stated)	-1	2	-8	6	.	-1.6	0	-9	3	8
NC(=S)NN=C(Cc1ccccc1)Cc1ccccc1	0	1	0	-2	3	0.0	0	10	-2	-10
CC1(C)c2[nH]c3ccccc3c2C[C@@H]2C(=O)N(c3cc(F)ccc3F)C(=O)N21	-2	3	16	28*	-10	-0.3	-2	6	-2	9
COc1ccc(C(=O)N(Cc2ccc(N(C)C)cc2)C2CCS(=O)(=O)C2)cc1 (configuration not stated)	2	0	8	11	6	-2.2	-4	2	5	3
Cc1ccc[n+](C(C)C(=O)Nc2ccc([N+](=O)[O-])cc2C)c1 (configuration not stated)	1	0	5	9	1	-1.5	0	7	-3	3
COCCN(C(=O)COC(=O)COc1ccc(Cl)c(C)c1)c1c(N)n(Cc2ccccc2)c(=O)[nH]c1=O	7	-3	3	11	-1	-1.2	1	0	-2	-1
CCCSc1oc(-c2ccco2)nc1S(=O)(=O)c1ccccc1	-5	-3	3	-5	-15	-1.7	1	-2	-1	-3
OCCNC(=S)NC1CCCCC1	4	0	1	-4	1	-1.9	-3	0	-1	11
O=C1C(=Cc2ccccn2)CCc2ccccc21	0	-4	-5	-6	4	-1.2	7	-2	0	3
COc1ccc(C(=O)NC(=S)Nc2cccnc2)cc1[N+](=O)[O-]	6	4	-7	-4	0	-1.6	0	-5	-1	4
COCCN1C(=O)C(=O)/C(=C(/O)c2ccc(S(=O)(=O)N3CCCCC3)cc2)C1c1ccc(OC)c(OC)c1 (configuration not stated)	1	-8	-3	-5	2	-2.8	2	4	5	3
Fc1ccccc1-c1csc(-c2cccnc2)n1	-3	5	-2	-9	-11	0.3	0	-4	3	9
Cn1c(N/N=C/c2cccs2)cc(=O)n(C)c1=O	0	6	-3	8	3	-3.3	1	1	2	-1
C[C@H](O)[C@@H]1C(=O)N2CCc3ccc(-c4ccccc4)cc3[C@@H]2C[C@@H]1N(C)C(=S)Nc1ccc(F)cc1	9	-1	-3	4	-37	1.6	-8	-6	11	8
CN(C)CCCN1c2ccccc2Sc2ccc3ccccc3c21	17	-1	-16	5	16	-3.0	-2	-25	7	2
CC1C(=O)N2CCCc3cc(S(=O)(=O)N(C)CCC#N)cc1c32 (configuration not stated)	3	-1	5	-7	3	-3.7	1	3	3	11
Cc1cc(C)cc(N(C(=O)c2ccco2)C(C(=O)NC2CCCC2)c2ccncc2)c1 (configuration not stated)	2	-3	-10	3	5	-0.1	-3	-7	2	0
Cc1ccc(C(=O)N[C@H](C(=O)Nc2cccc(S(=O)(=O)N3CCOCC3)c2)C(C)C)cc1	3	2	0	8	-3	0.6	-2	2	1	11
COc1ccnc(N2CCN(c3ccc(Cl)cc3)CC2)c1C#N	2	10	0	-6	1	-1.3	1	5	-6	-2
Cc1cc2ncn(S(=O)(=O)c3ccc(S(N)(=O)=O)cc3)c2cc1C	3	-4	5	-4	12	-2.1	2	1	1	2
CCOC(=O)c1cnc2c(C)cc(C)cc2c1NCCCN1CCOCC1	-1	1	1	12	-3	-3.0	3	11	-11	-1
CC(=O)N(/C=C1\SC(=S)N(c2ccccc2)C1=O)c1ccccc1	-166	10	-4	9	-44	-1.8	2	4	-1	-9
CCc1ccc(NC2=CC(=O)C(=O)c3ccccc32)cc1	19	.	.	14	10	-21	3	.	7	4
Cc1cc(C)c(C(=O)O)c(CC(C)(C)C(=O)O)c1	-5	3	0	3	4	0.7	-4	3	1	12

Next section, overlapping the part above by three compounds.
SMILES	mABHD4 FP	NR1D1 modulator	GC-B act	ASAP1 GAP inh	HTRA1 inh	PG9 Ab binder	SMARCA2 activ	NPR1 activator	rCAG binder	ARFGAP1 inhibitor
CC(=O)N(/C=C1\SC(=S)N(c2ccccc2)C1=O)c1ccccc1	-166	10	-4	9	-44	-1.8	2	4	-1	-9
CCc1ccc(NC2=CC(=O)C(=O)c3ccccc32)cc1	19	.	.	14	10	-21	3	.	7	4
Cc1cc(C)c(C(=O)O)c(CC(C)(C)C(=O)O)c1	-5	3	0	3	4	0.7	-4	3	1	12
CCOC(=O)[C@@]12CN(C(=O)OC(C)(C)C)CC=C1N(Cc1ccc(OC)cc1)C(=O)[C@H]2CC(=O)N1CCN(C(=O)c2ccco2)CC1	5	4	2	.	.	.	-3	0	1	.
CCOc1ncccc1C(=O)Nc1ccc(F)c(Cl)c1	-6	-3	2	0	-5	-0.1	1	-3	3	10
Cc1cccc(C)c1OCCCCn1cnc2ccccc2c1=O	-2	3	-2	6	-11	-0.5	0	-1	-7	10
COc1ccc(N2CC(NC(=O)c3cccc4ccccc34)CC2=O)cc1OC (configuration not stated)	-3	-5	-1	-2	-2	-1.9	-2	3	1	8
O=C(C(c1ccccc1)C(O)c1ccccc1)N1CCOCC1 (configuration not stated)	2	3	-2	-8	1	0.7	-4	-5	2	-6
COc1ccc(Cl)cc1C(=O)NCC(c1ccco1)N(C)C (configuration not stated)	7	0	2	-26	-3	-0.6	0	-5	-4	16
O=C(CCCOc1ccccc1)N1CCCCC1	-4	-1	5	-9	-1	-0.2	0	1	-1	-10
CN(C)CCN(C(=O)c1ccc2c(c1)CCCC2)c1nc2cc3c(cc2s1)OCCO3	10	-1	-4	0	-22	-0.7	1	-5	-2	1
Cc1ccc(C(=O)Nc2nc3ccccc3c(=O)s2)cc1	13	69*	-6	-4	-12	73*	17*	7	2	20
CNc1nc2ccccc2n(C)c1=O	3	0	8	14	4	-2.8	-1	4	1	-16
O=C(/C=C/c1ccccc1)Nn1cnnc1	-1	-2	1	0	-2	3.5	-4	0	-1	-10
CC(=O)NC(c1ccccc1)c1nc(-c2cccs2)cs1 (configuration not stated)	5	4	-9	4	.	0.3	-2	-2	0	-18
COc1ccc(OCC(O)CN2CC(C)OC(C)C2)cc1 (configuration not stated)	1	0	6	0	3	-1.1	0	-2	-4	-12
CSc1ccccc1OCc1cc(C(=O)NCCc2ccco2)no1	3	-2	4	0	-9	-2.5	3	3	-2	0
Cc1c(NC(=O)C(C#N)=C2CCCCC2)c(=O)n(-c2ccccc2)n1C	-2	2	1	5	-1	-2.1	2	-3	1	4
O=C(O)CCCN1C(=O)/C(=C/C=C/c2ccco2)SC1=S	43*	-10	-2	2	26	-2.5	-4	-5	60*	-14
O=C1Cc2ccccc2N1c1c(Cl)cccc1Cl	3	-2	3	-13	-2	-1.2	1	1	-2	2
Cc1cc2ccccc2c(=O)n1CC(=O)NCC(=O)N(C)Cc1ccccc1	1	2	2	-2	-1	2.1	-3	-4	-7	-1
Cc1ccc(C(=O)COC(=O)CN2C(=O)C3CC=CCC3C2=O)cc1[N+](=O)[O-] (configuration not stated)	-3	-2	-12	4	-2	-1.7	1	0	2	-16
COc1ccc2c(c1)[nH]c1c(=O)n(/N=C/C3C(C)C=C(C)CC3C)c(=O)[nH]c12 (configuration not stated)	3	3	2	-1	5	-2.1	1	1	1	-13
CCc1noc(C)c1C(=O)Nc1cc(Cl)ccc1-n1cncn1	1	-5	3	-12	-1	-0.5	-3	5	-5	-4
Cc1cc2c(c(=O)n1Cc1ccccn1)C(C(C)C)C(C#N)=C(N)O2 (configuration not stated)	-3	0	-3	-5	6	0.8	1	-9	1	9
Cc1ccccc1-c1cnc2c(c1)C(=O)N([C@H](C)CO)C[C@@H](C)[C@H](CN(C)C(=O)c1ccncc1)O2	2	2	0	0	3	0.6	-5	-2	-3	2
C=CCOc1ccc2nc(NC(=O)OC)[nH]c2c1	9	-2	-7	7	8	-0.3	2	1	4	12
O=C(CCC(=O)N(CC(=O)NC1CCCCC1)Cc1ccc(F)cc1)Nc1nccs1	1	-9	-4	3	3	0.5	2	-4	3	-13

Going on with the list.
SMILES	mABHD4 FP	NR1D1 modulator	GC-B act	ASAP1 GAP inh	HTRA1 inh	PG9 Ab binder	SMARCA2 activ	NPR1 activator	rCAG binder	ARFGAP1 inhibitor
CC1(C)Cc2c(C#N)c(N3CCN(C(=O)c4ccccc4)CC3)nc(Cc3ccccc3)c2CO1	1	7	1	0	-37	-0.3	-1	4	0	-4
CC(=O)Nc1ccc(C(=O)OCC(=O)c2ccc(S(=O)(=O)N3CCCCC3)cc2)cc1	-54	5	0	6	-12	-2.4	1	-4	20	-7
Cc1nc2cc(NC(=O)CS(=O)(=O)c3ccc(F)cc3)ccc2s1	3	0	5	-10	-5	-0.7	2	0	-1	4
COc1ccc(C2CCC3(CCC(=O)N3CCOC(=O)NCc3ccc(Cl)cc3)CC2)cc1 (configuration not stated)	8	4	-25	.	.	.	-6	-32	3	.
CN(CCOc1ccccc1)C(=O)c1cc(S(=O)(=O)N2CCOCC2)ccc1Cl	-5	2	1	7	-5	0.1	0	-1	-7	10
CN(C)/N=C/c1ccc(Sc2ccc([N+](=O)[O-])cc2[N+](=O)[O-])o1	4	6	-3	15	6	-0.8	-3	4	2	-3
COC(=O)N/N=C/c1c(C)nn(-c2cccc(Cl)c2)c1Cl	-6	-1	-3	7	-4	-0.4	-1	4	-5	2
COCCNc1ccc([N+](=O)[O-])cc1C(=O)Nc1cccc(C)n1	-6	-2	0	2	0	0.5	-1	2	-1	10
CS(=O)(=O)N(CC(=O)N1CCN(c2ccc(F)cc2)CC1)c1ccc(F)c(Cl)c1	-7	-4	-2	-2	-4	1.9	-4	-16	-4	-4
O=C(Cc1ccccc1)NCC(=O)OC(c1ccccc1)c1ccccc1	-7	-1	-4	-13	-6	-2.5	1	-5	-6	6
Cc1nn(CCCC(=O)Nc2cccnc2)c(C)c1[N+](=O)[O-]	4	9	5	-9	4	1.2	-5	1	-2	1
O=C(c1ccccc1)N1CCN(CC#CC2(O)CCCCC2)CC1	2	-5	4	1	1	-0.7	0	-3	0	0
CCOc1ccccc1NC(=O)CSc1nnc(CNC(=O)c2cccs2)o1	0	-3	1	-19	5	-2.8	2	2	-1	10
Cn1c(=O)c2cc(S(=O)(=O)NCCC(=O)NC3CCCCCC3)ccc2n(C)c1=O	2	5	-2	-4	8	-1.5	1	-3	-2	-1
